KDM5B inhibitor = blocks human KDM5B histone demethylase activity; Potency, µM (series often up to 57.7 µM), without a hit: top-dose activity change, negative = inhibition, usual class: inhibitors; 220,000 tested, 2.6% active; Q9UGL1; KDM5B demethylase, FDH-coupled NADH fluorescence (FDH is formaldehyde dehydrogenase); active = well fitted inhibition curve with a large enough effect; inconclusive = small, poorly fitted or top-dose-only effect; inactive = no such curve, though single readings can be large or run the other way; also: 0% is about no effect; nearly all actives have a fitted effect of over 70% in size
Target sequence (Q9UGL1 whole entry, looked up): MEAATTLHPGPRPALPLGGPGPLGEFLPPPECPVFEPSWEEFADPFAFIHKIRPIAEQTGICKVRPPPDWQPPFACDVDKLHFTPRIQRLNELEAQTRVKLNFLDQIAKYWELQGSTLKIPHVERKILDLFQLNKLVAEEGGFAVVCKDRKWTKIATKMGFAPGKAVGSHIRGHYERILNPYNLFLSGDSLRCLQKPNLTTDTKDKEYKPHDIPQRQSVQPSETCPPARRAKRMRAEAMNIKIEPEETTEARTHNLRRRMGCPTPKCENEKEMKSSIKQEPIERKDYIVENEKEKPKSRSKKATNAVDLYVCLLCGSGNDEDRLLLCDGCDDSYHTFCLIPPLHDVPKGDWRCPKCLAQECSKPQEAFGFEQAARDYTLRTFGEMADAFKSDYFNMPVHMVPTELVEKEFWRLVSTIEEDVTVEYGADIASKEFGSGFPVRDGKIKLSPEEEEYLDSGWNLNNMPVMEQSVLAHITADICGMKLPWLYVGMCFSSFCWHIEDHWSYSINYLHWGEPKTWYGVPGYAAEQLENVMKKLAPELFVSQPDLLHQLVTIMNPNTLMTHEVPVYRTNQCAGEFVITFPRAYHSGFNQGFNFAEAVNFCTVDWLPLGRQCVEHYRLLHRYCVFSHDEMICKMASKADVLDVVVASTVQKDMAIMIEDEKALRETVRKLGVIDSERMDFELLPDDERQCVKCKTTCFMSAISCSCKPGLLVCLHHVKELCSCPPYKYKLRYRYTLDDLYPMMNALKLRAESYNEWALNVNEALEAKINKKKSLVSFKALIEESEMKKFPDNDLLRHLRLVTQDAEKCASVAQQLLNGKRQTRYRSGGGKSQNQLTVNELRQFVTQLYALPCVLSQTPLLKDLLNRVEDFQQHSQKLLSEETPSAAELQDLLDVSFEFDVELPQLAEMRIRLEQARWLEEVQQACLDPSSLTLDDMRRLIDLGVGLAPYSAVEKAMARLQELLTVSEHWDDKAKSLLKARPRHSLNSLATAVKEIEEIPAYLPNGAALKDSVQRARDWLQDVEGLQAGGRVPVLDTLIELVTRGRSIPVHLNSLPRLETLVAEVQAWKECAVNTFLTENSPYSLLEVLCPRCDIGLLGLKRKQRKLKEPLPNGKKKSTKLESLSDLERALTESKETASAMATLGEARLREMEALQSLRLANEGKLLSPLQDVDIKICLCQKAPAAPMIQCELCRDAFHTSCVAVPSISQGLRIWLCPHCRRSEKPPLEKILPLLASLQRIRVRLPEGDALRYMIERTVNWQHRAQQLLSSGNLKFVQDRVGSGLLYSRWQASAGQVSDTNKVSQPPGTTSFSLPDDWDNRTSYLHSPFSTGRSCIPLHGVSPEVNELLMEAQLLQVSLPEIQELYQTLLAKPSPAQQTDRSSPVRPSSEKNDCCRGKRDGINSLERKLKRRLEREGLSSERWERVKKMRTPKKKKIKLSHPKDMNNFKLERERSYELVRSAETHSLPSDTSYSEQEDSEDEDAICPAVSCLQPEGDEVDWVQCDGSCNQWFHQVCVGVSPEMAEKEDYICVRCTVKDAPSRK
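Inhibition is measured as reduced NADH fluorescence generation from FDH coupling to formaldehyde release. Truncated KDM5BΔAP at 200 nM final acts on H3K4me3 peptide (12.5 µM in substrate mix) in pH 7.5 HEPES buffer with Tween-20, 30 min, room temperature.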
Numbers without * were called inactive; ? = inconclusive; & = joins results of further samples; [ ] = another dose, or the depositor's remark. Potency is read from the fitted curve at half-maximal effect. The list is partial, so the mix of outcomes need not match the whole.

KDM5B inhibitor | Structure
-13% | COc1cccc(CNC(=O)Nc2c(NC3CCCC3)c3ccccc3oc2=O)c1
-6%[115 µM] | COc1ccc(C(=O)N2CCCC3(C2)C(=NC2CCCCC2)NC(=O)N3c2cccnc2)cc1 (configuration not stated)
0% | CC(C)N1CCC(NC(=S)Nc2ccccc2C(F)(F)F)CC1
-6% | CCN1C(=O)CCN(C(=O)NCCCOC)CC12CCOCC2
? | CN1c2cc(C(=O)Nc3cccc(Cl)c3)ccc2C(=O)N2CCCCCC21 (configuration not stated)
? | CN(Cc1ccccc1)C(=O)c1ccc(N2CC3CC(C2)[C@H]2CCCC(=O)N2C3)nc1 (some centres not stated)
-24% | O=C(COC(=O)c1cccc(I)c1)c1ccc([N+](=O)[O-])cc1
-7% | Cc1cccc(C)c1OCc1cc(C(=O)N2CCCC2c2nonc2C)no1 (configuration not stated)
-1% | COc1ccc(-c2cn3cc(C(=O)N[C@@H](C)CO)nc3c(=O)n2CC2CC2)c(F)c1
-14% | CCc1c(C)nn(CC(=O)N2CCC3(CCNC(=O)CC3)CC2)c1C
? | COc1ccc(Br)cc1C(=O)Nc1ccc2oc(-c3cccnc3)nc2c1
-7% | CCCCCCCOc1ccc(C(N)=O)cc1
-13% | Cn1c(C(=O)N2CCC(C(=O)NCCc3ccccc3)CC2)cc2sccc21
-2% | FC(F)(F)Oc1ccc(CN2CCC3(CC2)CC(c2cccc(C(F)(F)F)c2)=NO3)cc1
-21% | OC[C@@H]1CNC[C@H]1C1CCN(Cc2cccc(Cl)c2F)CC1
-19% | Cc1cc(Cn2cc3c4c(cccc42)[C@H](CC(C)C)N[C@H](C(=O)N2CCCCCC2)C3)no1
14% | O=C([C@@H]1C[C@H](Oc2ccccc2)CN1C(=O)c1ccco1)N1CCOCC1
-42%[86.2 µM] | c1c[nH]c(CNC[C@H]2Cn3cc(-c4ccc5c(c4)OCCCO5)nc3CO2)n1
-4% | Cc1c(CC(=O)NCCc2ccc(Cl)cc2)c(=O)oc2c(C)c3occ(C(C)(C)C)c3cc12
15% | Cc1ccc(N(Cc2cc(=O)[nH]c3ccccc23)C(=O)C(C)C)cc1
1% | c1ccc(C2CCCN2Cc2nnc(-c3ccco3)o2)cc1 (configuration not stated)
-6% | CC(C)(C)NC(=O)N[C@H](Cc1ccccc1)C(=O)N1CCOCCNC(=O)CC1
-11% | O=S(=O)(c1cccnc1)N1CCn2cccc2C1c1ccccc1F (configuration not stated)
-1% | COc1ccc(OC)c(CNC(=O)c2c(C)oc3ncn(CC(C)C)c(=O)c23)c1
? | COc1ccc(-c2cn(-c3ccc(C)c(C)c3)c(=S)[nH]2)cc1OC
12% | CN1CCC(NC(=O)C2CCCN(S(=O)(=O)c3ccccc3)CCC(=O)NCC2)CC1 (configuration not stated)
9% | CCOC(=O)c1c(S(=O)(=O)Nc2cc(OC)ccc2OC)c(C)n(C)c1C
-28% | O[C@@H]1[C@@H](Cn2cc(-c3cccnc3)nn2)C[C@@H](NCc2ccc(F)cc2)[C@@H]1O
? | COc1cc2ccccc2cc1C(=O)Nc1ccc2oc(-c3cccc(Cl)c3Cl)nc2c1
-17% | N#CC1=C(SCc2ccc(C#N)cc2)NC(=O)C(C#N)C12CCCCC2 (configuration not stated)
? | CC(C)NC(=O)N1CCC(N2CC3CC(C2)[C@H]2CCCC(=O)N2C3)CC1 (some centres not stated)
? | Cc1ccc(F)cc1NC(=O)Cn1cnc2c1c(=O)n(C)c(=O)n2C
-10% | COc1cccc(CNC(=O)C2Cn3cccc3C(=O)N2CC(C)C)c1OC (configuration not stated)
-10% | O=C(c1ccccn1)N1CCC2(CC1)CC(N1CCN(c3ccccc3)CC1)CCO2 (configuration not stated)
-9% | COc1ccc(CNC(=O)c2ccc3c(c2)NC(=O)CCS3)cn1
7% | COc1ccc(CCNC(=O)CSc2nc(-c3ccccc3C)nc3cc(=O)[nH]n23)cc1OC
? | CC(C)(C)c1ccc(-c2cc(C[C@H]3CNCC[C@H]3CC(=O)O)no2)cc1
17% | S=C(NCc1ccccc1)N/N=C/c1ccc(OCCOc2ccc(Br)cc2)cc1
15% | C/C(CC(C)(C)c1ccccc1)=N\N=C(N)N
7% | COC(=O)c1cc(CNC(=O)C2Cc3ccccc3S2)ccc1OC (configuration not stated)
8% | CC1CCCCN1CCNC(=O)COCc1cc(-c2cccs2)on1 (configuration not stated)
3% | COC(=O)CNC(=O)c1ccc(CN2C(=O)NC3(CCS(=O)(=O)CC3)C2=O)cc1
9%[115 µM] | CC(=O)N1CCN2C(=O)N(Cc3ccc(F)cc3)C[C@H]2C1
35µM* | CN(c1ccccc1)c1ccc2nnc(-c3cc(C(=O)NCc4cccnc4)ccn3)n2n1
23% | Cc1nc(CN2C(=O)COc3ccc(S(=O)(=O)NC4CCC(C)CC4)cc32)no1 (configuration not stated)
17% | COc1ccc(-c2nc3ccccc3o2)cc1NC(=O)c1ccccc1Cl
15% | Cc1ccc(C(C(=O)NC2CCCCC2)N(C(=O)c2cnccn2)c2cccs2)cc1 (configuration not stated)
-24% | COc1ccc(-c2nc(C)nc3c2CCN(C(=O)c2ccc(C(F)(F)F)cc2)CC3)cc1
41%[activator] | Cc1ccc(CN2C(=O)NC3(CCN(C(=O)c4cccc(C#N)c4)CC3)C2=O)cc1
-5% | O=c1[nH]c(=O)n(Cc2ccccc2)c2nccc(-c3ccc(F)cc3)c12

Continuation:
KDM5B inhibitor | Structure
4% | COc1cc(CCC(=O)Nc2sccc2C#N)cc(OC)c1OC
? | CSCc1ccc(C(=O)N2CCOCC(O)(CN3CCCC3)C2)o1 (configuration not stated)
-18% | COCCn1c(N(C)Cc2ccccc2)nc2c1c(=O)n(C)c(=O)n2C
? | COc1cccc(/C=C2/SC(=S)N(CC(=O)NNC(=O)c3ccccc3O)C2=O)c1
-15% | Cc1ccsc1CN(C(=O)COc1cccc(C)c1C)C1CCS(=O)(=O)C1 (configuration not stated)
5% | O=C(CCN1CCC(c2ccccc2)C1)c1ccccc1 (configuration not stated)
17% | Cc1nnc2n1CCC(NC(=O)c1cnco1)CC2 (configuration not stated)
-13% | Cc1ccccc1NC(=O)c1nc(S(C)(=O)=O)ncc1N(Cc1ccco1)Cc1ccco1
-19% | COc1ccc(N2C(=O)CCSC23C(=O)N(Cc2ccc(F)cc2)c2ccccc23)cc1 (configuration not stated)
-41% | O=C(Cn1ccn2nc(-c3ccc(F)cc3)c(CO)c2c1=O)Nc1cc(F)cc(F)c1
2% | CCN(CC)CCNC(=O)c1ccc2c(=O)n3nc(Nc4cccc(Cl)c4C)sc3nc2c1
-10% | Cc1ccccc1NC(=O)Cn1nc(-c2ccccc2)nc(Cc2ccccc2)c1=O
4% | O=C(COC(=O)c1ccc(Oc2ccccc2)cc1)c1ccccc1
-10% | Cc1cccc(C)c1N=C1NN=C(c2ccc3c(c2)CC(C)N3S(C)(=O)=O)CS1 (configuration not stated)
14% | CCOC(=O)C1=C(C)NC(=O)C1(NC(=O)c1ccccc1Cl)C(F)(F)F (configuration not stated)
25% | Cc1nc(N)sc1Cc1ccccc1
0% | O=C(O)CSCc1ccncc1
13% | COC(=O)COCC(=O)N1Cc2[nH]cnc2C[C@H]1c1nc(-c2ccc(F)c(Cl)c2)no1
? | COc1ccc(CCNC(=O)c2ccc(Cn3c(=O)[nH]c4cc(OC)c(OC)cc4c3=O)cc2)cc1OC
3% | Cc1ccc(Cn2nc(C)c(C(=O)NCC(c3ccc(F)cc3)N3CCOCC3)c2Cl)cc1 (configuration not stated)
? | O=C(NCc1cccs1)c1ccc(CSc2nc3cccnc3n2Cc2ccccc2)cc1
-15% | Cc1cc(C(F)(F)F)nn1CC(=O)N1CCCC(CO)CCNC(=O)CC1 (configuration not stated)
15% | CCCc1nnc2sc(COc3ccccc3OCC)nn12
19% | COc1cc(/C=C2\NC(=O)NC2=O)c(Br)cc1OCc1ccccc1F
-25%[86.2 µM] | CC(=O)Nc1cccc(-c2cn(C)c(=O)n3cc(COc4ccccc4)nc23)c1
-2% | Cc1nn(-c2nc3c(c(=O)n(Cc4ccccc4Cl)c(=O)n3C)n2C)c(C)c1C
5% | CCCc1sc(C(=O)OCC(=O)NC(=O)NC2CC2)cc1CC
8% | CC1(c2noc(-c3cccnc3)n2)CCN(C(=O)CCC(=O)n2ncc3c(Cl)cccc32)CC1
-5% | CSc1ncc(C(=O)Nc2cccnc2)c(C(F)(F)F)n1
4% | CCC(CNC(=O)c1cc(=O)c2ccccc2o1)c1ccccc1 (configuration not stated)
9% | CCOc1ccc(OCC)c(NC(=O)c2nc3ccccc3nc2N2CCCC2)c1
-10% | CC(C)(C)c1ccc(-c2cc(C[C@H]3CNCC[C@H]3CC(=O)N3CCN(Cc4ccccc4)CC3)no2)cc1
2% | O=C(c1cccc(O)c1)N1CCCC(CCc2cccc(C(F)(F)F)c2)C1 (configuration not stated)
? | O=C(Nc1ccc(Cl)cc1Cl)c1cc(S(=O)(=O)N2CCCCCC2)ccc1F
-5% | CN(C)c1ccc(-c2nnc3n(Cc4ccccc4)c(=O)c4ccccc4n23)cc1
20% | COc1ccc(NC(=S)NCc2ccc(F)cc2)cc1
0% | Cc1nc2ccc(-c3nc(C4CCOC4)no3)cc2s1 (configuration not stated)
22% | O=Cc1cn[nH]c1-c1ccccc1
-5% | NS(=O)(=O)c1cc(C(=O)Nc2ccc3c(c2)CCC3)ccc1Cl
? | COc1ccccc1NC(=O)N1CCN(c2nnc(C)c3c(C)n(-c4ccccc4)nc23)CC1
2% | O=C(CCc1ncc(-c2ccccc2)o1)NC12CC3CC(CC(C3)C1)C2
? | COCCNC(=O)N1CCc2c(sc3ncnc(N(C)C)c23)C1
11% | Cc1ccccc1CS(=O)Cc1ccc(F)cc1Cl (configuration not stated)
-10%[115 µM] | CN(Cc1nccs1)Cc1cccn1C
22% | COc1ccc(OCCN2CCN(C(=O)c3ccc(OC(F)F)c(OC)c3)CC2)cc1
-23% | CCOc1cc(CNC(=O)Cn2c(=O)c3cccn3c3ccc(F)cc32)cc(OCC)c1OCC
19% | CNC(=O)c1cc[nH]c1C1CCCN(Cc2ccc3c(c2)CCO3)C1 (configuration not stated)
? | CCOc1cc(C2CC(=O)Nc3nc(SCc4ccccc4)[nH]c(=O)c32)ccc1O (configuration not stated)
30%[activator] | COc1cncc([C@@H](NS(=O)(=O)c2cnn(C)c2)C2CC(O)C2)c1 (some centres not stated)
-6% | Cn1nc(C(F)(F)F)c(-c2ccccc2)c1NC(=O)c1ccco1

Of the compounds above, these contain a furan ring, fused or not:
KDM5B inhibitor | Structure
14% | O=C([C@@H]1C[C@H](Oc2ccccc2)CN1C(=O)c1ccco1)N1CCOCC1
-4% | Cc1c(CC(=O)NCCc2ccc(Cl)cc2)c(=O)oc2c(C)c3occ(C(C)(C)C)c3cc12
1% | c1ccc(C2CCCN2Cc2nnc(-c3ccco3)o2)cc1 (configuration not stated)
-1% | COc1ccc(OC)c(CNC(=O)c2c(C)oc3ncn(CC(C)C)c(=O)c23)c1
? | CSCc1ccc(C(=O)N2CCOCC(O)(CN3CCCC3)C2)o1 (configuration not stated)
-13% | Cc1ccccc1NC(=O)c1nc(S(C)(=O)=O)ncc1N(Cc1ccco1)Cc1ccco1
-6% | Cn1nc(C(F)(F)F)c(-c2ccccc2)c1NC(=O)c1ccco1

The results go on:
KDM5B inhibitor | Structure
4% | C=C(C)COc1ccc2c(=O)c(Oc3ccc(C(=O)OCCC)cc3)c(C)oc2c1
7% | CN(C)CCn1c(=O)n(-c2cccc(Cl)c2)c(=O)c2c3c(sc21)CCCCC3
-27% | O=C(CSc1c2c(nc3cc(Cl)ccc13)CCCC2)Nc1nc2ccccc2s1
-12%[86.2 µM] | Cc1ncc2n1C(=O)N(C1CCN(C(=O)c3ccccc3)CC1)C2
8% | O=C(NC1CCCCC1)c1cc(-c2ccc(Cl)cc2)nc2ccccc12
9% | Cc1ccc(CS(=O)Cc2ccc(C(=O)NCCc3ccccc3)o2)cc1 (configuration not stated)
23% | CNC(=O)N1CC(c2noc(C3CCCN3C(=O)NCCc3ccccc3)n2)C1 (configuration not stated)
-5% | Cc1c([N+](=O)[O-])cnc(Sc2ccccc2)c1[N+](=O)[O-]
0% | O=S(=O)(c1ccc(F)cc1)N1CCN(Cc2ncc(-c3ccc(F)cc3)o2)CC1
22µM* | CCn1ccnc1CN(C)c1nccc(-c2ccc(C)nc2C)n1
35% | Fc1ccc(OCCc2noc(C3CCCNC3)n2)cc1 (configuration not stated)
-19% | O=C(NC1CCc2nnc(C3CC3)n2CC1)C1(c2ccccc2)CC1 (configuration not stated)
-8% | O=c1c(-c2ccccc2)coc2cc(OCCN3CCCCC3)ccc12
25%&25% | O=C(c1ccccc1)N1CCC2(C1)C(=O)N(CCc1ccccc1)c1ccccc12 (configuration not stated)

Arranged by SMILES length (high to low): 5 of the compounds above.
KDM5B inhibitor | Structure
7% | CN(C)CCn1c(=O)n(-c2cccc(Cl)c2)c(=O)c2c3c(sc21)CCCCC3
25%&25% | O=C(c1ccccc1)N1CCC2(C1)C(=O)N(CCc1ccccc1)c1ccccc12 (configuration not stated)
9% | Cc1ccc(CS(=O)Cc2ccc(C(=O)NCCc3ccccc3)o2)cc1 (configuration not stated)
22µM* | CCn1ccnc1CN(C)c1nccc(-c2ccc(C)nc2C)n1
35% | Fc1ccc(OCCc2noc(C3CCCNC3)n2)cc1 (configuration not stated)

Retrieved by structure from the list above, 2 records:
KDM5B inhibitor | Structure
25%&25% | O=C(c1ccccc1)N1CCC2(C1)C(=O)N(CCc1ccccc1)c1ccccc12 (configuration not stated)
8% | O=C(NC1CCCCC1)c1cc(-c2ccc(Cl)cc2)nc2ccccc12

Screening data as filed in PubChem BioAssay.
